E coli Lon inh: inhibits E. coli Lon protease; actives 0.42% (n = 360,000); P0A9M0; AID 602123; purified E. coli Lon protease, fluorescence polarization; inhibition, % at 7.94 µM; in the data active means inhibition above about 13%, passing the limit was not always enough;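 further: 0% = enzyme with probe and DMSO and 100% = no enzyme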
MsrA inhibitor: inhibitors of bovine MsrA; actives 0.75% (n = 360,000); AID 651718; purified bovine MsrA, absorbance read-out; inhibition, % at 15.5 µM; in the data active means inhibition above about 4.5%;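 further: 0% = vehicle wells with enzyme and 100% = reference inhibitor wells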
TbMetRS inhib: Trypanosoma brucei MetRS inhibition | purified T. brucei MetRS, ATP depletion, Kinase-Glo luminescence | inhibition, % at 11.9 µM | actives 0.4% (n = 360,000);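 active means inhibition above a per-plate cutoff of the control wells' mean inhibition plus 3 SD, cut at about 5.5% in these data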;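 further: 0% = DMSO wells median and 100% = median of wells with control inhibitor compound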
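Material – parasite MetRS enzyme · Medium – HEPES-MgCl2-KCl buffer plus DTT, spermine, BSA, pyrophosphatase · Reagent – ATP, methionine and E. coli bulk tRNA substrates · Times – 15 min enzyme-compound preincubation, 2 h reaction, 10 min detection, 25 °C · Measured by – luminescence of leftover ATP · Evaluation – percent inhibition relative to median high and low control wells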
MT1-MMP act inh: blocks activation of human MT1-MMP; P50281; HT1080 RFP-PRO-GFP cells, GFP/RFP ratio fluorescence, overnight; percent of plate control window, DMSO zero; GFP/RFP ratio change, % at 20 µM; actives 0.061% (n = 360,000); AID 651647;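 active means GFP/RFP ratio change of at least 30% with cell ATP level not reduced by more than half and red fluorescence within 50% of control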; further: strong numbers were not always called active
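Assay system: RFP-PRO-GFP reporter HT1080 cells; read-out basis: GFP/RFP fluorescence ratio; benchmarks: DMSO wells and RFP-L50D-GFP cells; doses: 20 µM single dose, 1% DMSO; schedule: overnight cell settling, then overnight compound exposure, 37 °C, 5% CO2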
PABP1 MLLE inh: blocks PAM2 peptide binding to the PABP1 MLLE domain. P11940. GST-MLLE / FITC-PAM2 fluorescence polarization. inhibition, % at 20 µM. AID 588489. actives 0.36% (n = 360,000); in the data active means inhibition above about 35%, passing the limit was not always enough;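 further: plate controls were DMSO wells with GST-MLLE for no effect and wells lacking GST-MLLE protein for full effect; some results filed as inactive read as strong as hits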
FAS TE block: blocks the thioesterase domain of human fatty acid synthase | P49327 | recombinant FAS-TE, OMFH fluorogenic substrate, fluorescence endpoint | inhibition, % at 15 µM | actives 0.67% (n = 360,000) | AID 602261;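 active means compounds whose normalised, plate-corrected inhibition of enzyme fluorescence in the single-dose primary screen is 50% or more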;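 further: 0% = DMSO with enzyme and 100% = substrate without enzyme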
bovine MsrA act: activates bovine MsrA enzyme; purified bovine MsrA, absorbance read-out; activation, % at 10.6 µM; actives 0.3% (n = 360,000); in the data active means activation above about 7.5%;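 further: 0% = vehicle and 100% = reference activator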
SKN-1 inh: C. elegans SKN-1 inhibition; C. elegans VP596 Pgst-4::GFP/RFP ratio, acrylamide-induced, 24 h; inhibition, % at 21.8 µM; actives 0.49% (n = 360,000); AID 624304;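 active means interference check ratio from 0.5 to 1.5 plus GFP to RFP signal ratio inhibition reaching or exceeding a fixed threshold, cut at about 30% in these data, passing the limit was not always enough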; further: some compounds called inactive have numbers as strong as hits
NRP1-CendR mod: modulators of CendR peptide binding to human neuropilin-1. O14786. FAM-RPARPAR peptide binding to NRP-1, fluorescence polarization. inhibition, % at 25 µM. actives 0.85% (n = 360,000);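 active means inhibition or corrected inhibition above about 18%, plus a signal ratio from 0.5 to 1.5, limit read from the data, passing the limit was not always enough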; further: strong numbers were not always called active
Target sequence (O14786 whole entry, looked up): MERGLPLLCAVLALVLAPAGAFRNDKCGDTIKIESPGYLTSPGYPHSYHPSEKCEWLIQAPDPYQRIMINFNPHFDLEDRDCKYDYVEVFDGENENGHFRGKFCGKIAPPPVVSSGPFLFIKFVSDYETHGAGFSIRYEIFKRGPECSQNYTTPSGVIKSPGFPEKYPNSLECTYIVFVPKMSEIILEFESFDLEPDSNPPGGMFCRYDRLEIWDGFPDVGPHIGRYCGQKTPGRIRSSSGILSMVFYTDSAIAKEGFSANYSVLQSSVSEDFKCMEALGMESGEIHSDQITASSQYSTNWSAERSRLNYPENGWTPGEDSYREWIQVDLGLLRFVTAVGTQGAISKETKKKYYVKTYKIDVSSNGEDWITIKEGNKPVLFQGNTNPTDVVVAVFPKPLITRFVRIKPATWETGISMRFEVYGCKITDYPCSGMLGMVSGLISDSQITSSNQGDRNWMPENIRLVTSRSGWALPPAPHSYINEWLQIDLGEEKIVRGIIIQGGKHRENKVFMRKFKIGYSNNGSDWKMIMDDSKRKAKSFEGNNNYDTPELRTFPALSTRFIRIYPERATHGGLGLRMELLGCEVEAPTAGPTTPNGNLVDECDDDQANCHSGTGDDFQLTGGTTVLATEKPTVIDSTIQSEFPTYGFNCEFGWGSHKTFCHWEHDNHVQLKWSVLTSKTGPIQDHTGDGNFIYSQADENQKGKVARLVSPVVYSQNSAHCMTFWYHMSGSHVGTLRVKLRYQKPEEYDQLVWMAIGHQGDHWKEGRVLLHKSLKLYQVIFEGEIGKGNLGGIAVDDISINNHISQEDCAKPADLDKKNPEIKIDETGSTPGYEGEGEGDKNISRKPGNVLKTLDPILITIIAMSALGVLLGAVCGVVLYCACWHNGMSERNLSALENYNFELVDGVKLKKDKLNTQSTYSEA
Numbers without * were called inactive; x = not tested or not shown.

| item | SMILES | E coli Lon inh | MsrA inhibitor | TbMetRS inhib | MT1-MMP act inh | PABP1 MLLE inh | FAS TE block | bovine MsrA act | SKN-1 inh | NRP1-CendR mod |
| --- | --- | --- | --- | --- | --- | --- | --- | --- | --- | --- |
| 1 | NC(=O)c1nsc(C(=O)N(c2ccc3c(c2)OCO3)C(C(=O)NCC2CCCO2)c2ccc(F)cc2)c1N (stereo not given) | 1 | 3.0 | -0.7 | -2 | 7 | 6 | -2 | 16 | 16 |
| 2 | COc1ccc(CNC(N)=O)cc1OC | -5 | 0.5 | -1.2 | 0 | 2 | -3 | -5 | 1 | 9 |
| 3 | C=CCOc1cccc(C2/C(=C(/O)c3ccc(C)cc3)C(=O)C(=O)N2CCN2CCOCC2)c1 (stereo not given) | 3 | -0.2 | 0.1 | 0 | -3 | -6 | -4 | 8 | 3 |
| 4 | COc1ccc(C(=O)c2ccc(Br)cc2)c(OC)c1OC | 4 | 1.4 | -0.1 | 4 | -6 | 8 | -2 | 13 | 2 |
| 5 | CC(=O)Nc1cc(-c2ccc(F)cc2)cn2c(-c3ccc(F)c(Cl)c3)cnc12 | -45 | 0.0 | 0.3 | -2 | -25 | 14 | -1 | 5 | -42 |
| 6 | O=C(/C=C/c1ccco1)Nc1ccccc1N1CCCCC1 | -6 | 2.8 | 1.4 | 2 | 6 | 28 | -2 | 17 | 2 |
| 7 | COc1ccc(CN2CCN(Cc3cc4ccccc4o3)CC2CCO)cc1C (stereo not given) | -1 | -0.6 | 0.6 | -3 | 2 | -4 | -3 | 0 | -9 |
| 8 | CCN(CC)C(=O)Cn1cc(S(=O)(=O)CC(=O)Nc2ccc(F)cc2)c2ccccc21 | -5 | 1.6 | -0.1 | -2 | 15 | 0 | -3 | -5 | -3 |
| 9 | CCOC(=O)C(C)(C)NS(=O)(=O)c1ccc(Cl)c([N+](=O)[O-])c1 | 1 | -0.3 | 0.8 | -10 | 3 | 1 | -1 | -4 | -4 |
| 10 | CCC(=O)Nc1c2c(nn1-c1cccc(Cl)c1)CSC2 | 0 | -1.1 | 0.1 | -2 | -7 | -3 | -2 | 14 | 0 |
| 11 | CCOC(=O)c1cc(/C(C)=N/OC(=O)c2ccc(Cl)cc2)on1 | 3 | -0.3 | -0.1 | 1 | -1 | -1 | -1 | 11 | 4 |
| 12 | COc1ccc(CNc2nc3c(c(=O)[nH]c(=O)n3C)n2Cc2ccccc2C)cc1 | 3 | -0.5 | -0.5 | 3 | 8 | 0 | 0 | -9 | -4 |
| 13 | Cc1cc(C(F)(F)F)c2c(n1)sc1c(O)cc(=O)[nH]c12 | -1 | 1.1 | -0.6 | 2 | -4 | -9 | -6 | 3 | -9 |
| 14 | Nc1nc(Nc2cccc(F)c2)nc(NCc2ccco2)c1[N+](=O)[O-] | -11 | 2.3 | 0.3 | -3 | -3 | 34 | -3 | 2 | -24 |
| 15 | CN(CC(=O)Nc1cccc(F)c1)C(=O)CN1C(=O)NC2(CCCC2)C1=O | -11 | -0.9 | -0.1 | -3 | -9 | -8 | -5 | -2 | -4 |
| 16 | Nc1nc(C23CC4CC(CC(Cl)(C4)C2)C3)cs1 | 4 | -0.5 | -0.8 | -1 | -5 | 9 | -6 | -2 | 8 |
| 17 | CCc1noc(C)c1C(=O)NNC(=O)c1nn(CC)c(=O)c2ccccc12 | 3 | -1.1 | 0.1 | 5 | 13 | -3 | -2 | 17 | -3 |
| 18 | COC(=O)C1=CN(c2ccc(OC)cc2)C(N)=C(C#N)C1c1ccc(OC)cc1 (stereo not given) | x | 0.6 | -0.4 | 4 | x | x | x | 4 | 19 |
| 19 | N=c1c(C(=O)NC2CCCC2)cc2c(=O)n3ccccc3nc2n1Cc1ccccc1 | -11 | -0.7 | 0.1 | -2 | -6 | -1 | -1 | 1 | -6 |
| 20 | CC1=CC(=O)CC(C)(C)[C@@]1(O)/C=C/[C@@H](C)O[C@@H]1O[C@H](CO)[C@@H](O)[C@H](O)[C@H]1O | -2 | -1.1 | -0.2 | 3 | -7 | -6 | -5 | 5 | -1 |
| 21 | COc1ccc(CCNC(=O)c2nnn(CC(=O)Nc3c(C)cc(C)cc3C)c2N)cc1OC | 8 | 2.9 | -0.5 | 1 | -6 | -14 | -1 | 18 | -12 |
| 22 | COc1ccc(C(=O)N/N=C2\SCC(=O)N2Cc2ccc3c(c2)OCO3)c(OC)c1 | 1 | -1.0 | -0.3 | -1 | 6 | -5 | -4 | 8 | 1 |
| 23 | CC(C)(C)c1ccc(C(=O)c2c[nH]c(C(=O)NCC3CCCO3)c2)cc1 (stereo not given) | 0 | 0.1 | -0.9 | 1 | 3 | 9 | -2 | 4 | 7 |
| 24 | COc1ccc(-c2csc(Nc3ncccc3C)n2)cc1OC | -7 | -0.2 | 0.6 | -1 | 28 | 2 | 3 | 9 | 4 |
| 25 | CN(C)CCN(C(=O)c1ccc(N2C(=O)CCC2=O)cc1)c1nc2cc3c(cc2s1)OCO3 | 0 | 1.7 | -0.2 | 3 | -1 | -1 | -3 | -9 | 7 |
| 26 | CCCCC[C@H](O)/C=C/[C@@H]1[C@@H](C/C=C\CCCC(=O)O)[C@H]2CO[C@@H]1C2 | 1 | 1.7 | -1.1 | 8 | -1 | 1 | -3 | 3 | 1 |
| 27 | Cc1nc(CCNC(=O)c2ccccc2)cs1 | -2 | -0.4 | -0.9 | 6 | 4 | -8 | -8 | 0 | -3 |
| 28 | COc1ccccc1C(=O)NNC(=O)c1sccc1-n1cccc1 | -1 | 0.7 | -0.4 | 5 | -5 | -8 | -1 | 3 | -11 |
| 29 | O=C(c1n[nH]c(=O)c2ccccc12)N1CCN(c2ccccc2Cl)CC1 | 4 | 0.5 | 0.4 | 1 | -53 | -3 | -2 | 4 | 2 |
| 30 | CCCCN(C(=O)c1c(C)noc1C)c1c(N)n(CCCC)c(=O)[nH]c1=O | -7 | 0.5 | -0.2 | 0 | 22 | -6 | -4 | 1 | -12 |

An excerpt from above in order of their number in MsrA inhibitor, descending:
item	SMILES	MsrA inhibitor
1	NC(=O)c1nsc(C(=O)N(c2ccc3c(c2)OCO3)C(C(=O)NCC2CCCO2)c2ccc(F)cc2)c1N (stereo not given)	3.0
25	CN(C)CCN(C(=O)c1ccc(N2C(=O)CCC2=O)cc1)c1nc2cc3c(cc2s1)OCO3	1.7
23	CC(C)(C)c1ccc(C(=O)c2c[nH]c(C(=O)NCC3CCCO3)c2)cc1 (stereo not given)	0.1

Nos. 1–7 of the list above:
| item | SMILES | E coli Lon inh | MsrA inhibitor | TbMetRS inhib | MT1-MMP act inh | PABP1 MLLE inh | FAS TE block | bovine MsrA act | SKN-1 inh | NRP1-CendR mod |
| --- | --- | --- | --- | --- | --- | --- | --- | --- | --- | --- |
| 1 | NC(=O)c1nsc(C(=O)N(c2ccc3c(c2)OCO3)C(C(=O)NCC2CCCO2)c2ccc(F)cc2)c1N (stereo not given) | 1 | 3.0 | -0.7 | -2 | 7 | 6 | -2 | 16 | 16 |
| 2 | COc1ccc(CNC(N)=O)cc1OC | -5 | 0.5 | -1.2 | 0 | 2 | -3 | -5 | 1 | 9 |
| 3 | C=CCOc1cccc(C2/C(=C(/O)c3ccc(C)cc3)C(=O)C(=O)N2CCN2CCOCC2)c1 (stereo not given) | 3 | -0.2 | 0.1 | 0 | -3 | -6 | -4 | 8 | 3 |
| 4 | COc1ccc(C(=O)c2ccc(Br)cc2)c(OC)c1OC | 4 | 1.4 | -0.1 | 4 | -6 | 8 | -2 | 13 | 2 |
| 5 | CC(=O)Nc1cc(-c2ccc(F)cc2)cn2c(-c3ccc(F)c(Cl)c3)cnc12 | -45 | 0.0 | 0.3 | -2 | -25 | 14 | -1 | 5 | -42 |
| 6 | O=C(/C=C/c1ccco1)Nc1ccccc1N1CCCCC1 | -6 | 2.8 | 1.4 | 2 | 6 | 28 | -2 | 17 | 2 |
| 7 | COc1ccc(CN2CCN(Cc3cc4ccccc4o3)CC2CCO)cc1C (stereo not given) | -1 | -0.6 | 0.6 | -3 | 2 | -4 | -3 | 0 | -9 |

The results go on:
Key to letters – A = E coli Lon inh; B = MsrA inhibitor; C = TbMetRS inhib; D = MT1-MMP act inh; E = PABP1 MLLE inh; F = FAS TE block; G = bovine MsrA act; H = SKN-1 inh; I = NRP1-CendR mod
31. COc1ccc(Cl)cc1NC(=O)C(C)NC(c1ccccc1)c1ccccc1 (stereo not given)
  A: -3; B: 0.1; C: -0.6; D: -14; E: -4; F: 26; G: -10; H: 3; I: 1
32. COc1ccccc1-c1nnc(SCC(=O)Nc2ccccc2)o1
  A: -4; B: 2.1; C: -0.2; D: -2; E: -14; F: -7; G: -1; H: 15; I: 0
33. Cc1ccc(NC(=O)CCC(=O)NNC(=O)C(c2ccccc2)c2ccccc2)c(C)c1
  A: -1; B: 0.6; C: -1.5; D: -2; E: -2; F: -12; G: -8; H: 3; I: 2
34. O=C(Nc1ccc(N2CCCC2)c(Cl)c1)c1ccccc1F
  A: -12; B: 1.8; C: -0.2; D: 1; E: -14; F: 7; G: -6; H: 25; I: 3
35. CCc1ccc(-c2nc(CN3CCC(C(=O)N4CCN(c5ccccc5)CC4)CC3)c(C)o2)cc1
  A: 12; B: -1.0; C: -0.8; D: 0; E: 2; F: 7; G: 0; H: 4; I: -4
36. Cc1cc(N(C)C)c(C#N)c(NCc2ccccc2)n1
  A: -2; B: 1.5; C: -0.5; D: 0; E: 2; F: 1; G: 4; H: 28; I: 9
37. Cc1csc(OCc2ccc(C#N)cc2)n1
  A: -4; B: 0.4; C: -0.6; D: 3; E: -1; F: -5; G: 5; H: 6; I: -9
38. CC(C)(C)C(=O)Nc1ccc(C(=O)NCc2cccnc2)cc1
  A: -6; B: -0.6; C: 0.3; D: 2; E: -3; F: -3; G: -1; H: 2; I: -20
39. O=C(CSc1nc2ccccc2nc1N1CCOCC1)N1CCN(c2ccccc2)CC1
  A: -7; B: 1.1; C: -0.2; D: -3; E: 10; F: 17; G: -2; H: -3; I: 1
40. Cc1cc(=O)[nH]c(N/N=C/c2ccccc2Cl)n1
  A: -13; B: 2.0; C: -1.0; D: -3; E: -10; F: -2; G: -2; H: -6; I: 0
41. CCCc1nn(C(=O)c2ccccc2)c2c1C(=O)CC(C)(C)C2
  A: 2; B: 0.9; C: -1.2; D: 12; E: 7; F: 0; G: -10; H: 8; I: -17
42. COC(=O)c1cc(=O)nc2sc(-c3cccs3)nn12
  A: -5; B: 3.2; C: -0.5; D: -1; E: 0; F: -11; G: -6; H: 7; I: 3
43. COc1ccc(-c2noc(CN(C)C(=O)c3ccoc3C)n2)cc1
  A: 0; B: 0.1; C: -0.5; D: -1; E: 7; F: -3; G: -2; H: -20; I: 2
44. O=C(NCc1ccc(OC(F)(F)F)cc1)C12CN(Cc3ccccc3)CC1C(c1cccc([N+](=O)[O-])c1)=NO2 (stereo not given)
  A: 8; B: -0.2; C: -0.4; D: -18; E: -5; F: 32; G: -2; H: 5; I: 2
